# Source: PubChem
# PLCb3 inh – inhibitors of human phospholipase C beta3. Q01970. Purified PLC-beta3, fluorogenic substrate, fluorescence. inhibition, % at 12.2 µM. actives 0.18% (n = 370,000); in the data active means inhibition above about 11%;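 further: 0% = median of compound wells on plate and 100% = full blocker control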
# FXN GAA850 act – activators of GAA850 frataxin (FXN) promoter; HEK293 lucGAA850 FXN promoter luciferase reporter, 24 h; percent of 10 µM SAHA response; activation, % at 6 µM; actives 0.56% (n = 360,000); AID 540364;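 active means activation above the average of all compounds screened plus 3 SD, cutoff fixed separately per campaign, cut at about 7.5% in these data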;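 further: 0% = DMSO wells and 100% = 10 µM SAHA wells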
# ssDAF-12 act – activates DAF-12 receptor from parasite S. stercoralis. HEK293 ssDAF-12/GRIP1 lit1-tk-luc reporter, luminescence; % of 3 µM dafachronic acid response. activation, % at 6.8 µM. actives 1% (n = 370,000);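 active means activation above the mean over all tested compounds plus 3 SD, cut at about 0.9% in these data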;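 further: 0% = DMSO-only wells and 100% = 3 µM delta7-dafachronic acid wells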
# NR1D1 modulator – Rev-erb alpha (human) modulation. P20393. Rev-erbα–FITC-DNA binding, fluorescence polarization, 90 min. activity, % at 10 µM. actives 0.79% (n = 370,000);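 active means activity above about 14%, limit read from the data; passing the limit was not always enough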;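 further: 0% = DMSO wells with 35 nM protein and 100% = DMSO wells with 750 nM protein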
# DAX1 inh-1 – inhibitors of human orphan nuclear receptor DAX1 (NR0B1) | P51843 | HEK293 Gal4-DAX1 luciferase reporter, luminescence | inhibition, % at 6.75 µM | actives 0.99% (n = 340,000) | AID 504766;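 active means inhibition above the mean over all tested compounds plus 3 SD, cut at about 4.2% in these data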;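 further: 0% = DAX1-transfected cells with DMSO and 100% = empty-vector control cells with DMSO; inhibition shows as a rise in luminescence from relieved DAX1 repression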
# Target sequence (P51843 207-470 limits assumed): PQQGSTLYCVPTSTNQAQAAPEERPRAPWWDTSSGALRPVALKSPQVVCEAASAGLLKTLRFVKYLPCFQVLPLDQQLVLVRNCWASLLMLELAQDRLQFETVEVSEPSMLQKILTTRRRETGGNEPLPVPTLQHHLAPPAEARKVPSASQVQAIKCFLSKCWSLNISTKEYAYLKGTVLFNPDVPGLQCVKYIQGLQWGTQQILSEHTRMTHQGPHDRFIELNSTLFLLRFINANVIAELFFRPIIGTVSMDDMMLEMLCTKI
# DAX1 inh-2 – DAX1 (NR0B1) inhibition, primary screen | actives 1.1% (n = 370,000) | inhibition, % at 6.8 µM | AID 652010 | HEK293T StAR-luciferase reporter, SF-1/DAX-1 repression relief;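 active means inhibition above the mean over all tested compounds plus 3 SD, cut at about 3.6% in these data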;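 further: 0% = DAX-1 cells with DMSO and 100% = cells lacking DAX-1 with DMSO; higher inhibition means more luminescence from relief of DAX-1 repression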
# hcDAF-12 act – activates DAF-12 receptor from parasite H. contortus. HEK293 hcDAF-12 lit1-tk-luc reporter, luminescence; 0% DMSO, 100% Δ7-dafachronic acid. activation, % at 6.8 µM. actives 1.4% (n = 370,000). AID 652067;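 active means activation above the mean of all tested compounds plus 3 SD, cut at about 5.5% in these data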;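 further: 100% = response to 3 µM Δ7-dafachronic acid high control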
# SMARCA2 activ – increases SMARCA2 function in MMTV reporter cells; actives 1% (n = 370,000); AID 652017; MG213 cells, MMTV-luciferase reporter, dexamethasone, overnight; activation, % at 9.1 µM; in the data active means activation above about 7.8%;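 further: 0% = vehicle wells and 100% = reference activator wells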
# sPLA2-III inh – Inhibits HGIII-sPLA2 liposome hydrolysis, primary screen | Q9NZ20 | QFRET BODIPY PC-A2 liposome hydrolysis, fluorescence | inhibition, % at 12.2 µM | actives 0.56% (n = 370,000) | AID 743126;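 active means inhibition above mean plus 3 SD of compounds lying within the high and low control bounds, cut at about 19% in these data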;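 further: 0% = median of test compound wells and 100% = no enzyme DMSO wells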
# Target sequence (Q9NZ20 whole entry, looked up): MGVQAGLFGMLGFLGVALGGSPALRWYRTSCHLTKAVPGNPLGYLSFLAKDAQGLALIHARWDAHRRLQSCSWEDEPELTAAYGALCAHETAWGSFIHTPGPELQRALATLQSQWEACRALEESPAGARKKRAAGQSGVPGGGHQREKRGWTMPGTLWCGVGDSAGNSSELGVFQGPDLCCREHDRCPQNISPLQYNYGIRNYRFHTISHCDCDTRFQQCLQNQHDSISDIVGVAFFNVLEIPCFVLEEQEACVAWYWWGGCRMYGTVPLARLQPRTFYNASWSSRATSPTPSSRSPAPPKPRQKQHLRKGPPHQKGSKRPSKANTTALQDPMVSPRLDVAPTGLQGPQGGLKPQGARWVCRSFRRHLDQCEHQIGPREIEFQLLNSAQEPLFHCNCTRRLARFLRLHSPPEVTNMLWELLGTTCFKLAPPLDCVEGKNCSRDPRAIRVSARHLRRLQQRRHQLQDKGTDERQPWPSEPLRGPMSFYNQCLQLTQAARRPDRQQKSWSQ
# PG9 Ab binder – small molecules binding HIV-1 gp120 antibody PG9 | inhibition, % at 6.7 µM | actives 0.43% (n = 360,000) | AID 624416 | TR-FRET gp120-PG9 antibody binding; in the data active means inhibition above about 8.5%
# hgDAF-12 ag – activates the H. glycines DAF-12 receptor ligand-binding domain | actives 1.8% (n = 370,000) | HEK293 GAL4-hgDAF12 UAS-luciferase reporter, agonist luminescence; normalized to butyrate control | AID 687014 | activation, % at 6.8 µM;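 active means activation above a cutoff set at the mean of all screened compounds plus 3 SD, cut at about 10% in these data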;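 further: 0% = DMSO wells and 100% = sodium butyrate wells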
# The depositor's hits bear a star; . = no result given.
SMILES,PLCb3 inh,FXN GAA850 act,ssDAF-12 act,NR1D1 modulator,DAX1 inh-1,DAX1 inh-2,hcDAF-12 act,SMARCA2 activ,sPLA2-III inh,PG9 Ab binder,hgDAF-12 ag
COCCN(C(=O)COC(=O)c1oc2ccc(OC)cc2c1C)c1c(N)n(Cc2ccccc2)c(=O)[nH]c1=O,-180,-1.4,-0.7,1,0.6,1.1,-0.5,-2,-5,-2.8,-2.9
O=C(Nc1cccc(F)c1)C1CCCN(S(=O)(=O)c2cnc[nH]2)C1 (stereo not drawn),-10,1.4,-1.1,6,-0.1,-0.3,-1.3,-4,-1,-0.7,-1.4
CC(C)Cn1c2c(c(O)c(C(=O)Nc3nccs3)c1=O)CCCC2,3,-3.4,-1.1,3,-0.1,-0.3,-0.1,-1,1,-1.1,2.9
O=C(COC(=O)CN1C(=O)C2CCCCC2C1=O)NNC(=O)c1ccc(Cl)cc1 (stereo not drawn),-10,-1.0,-1.4,-6,-0.8,0.6,-0.1,-1,-8,0.2,1.6
Cc1cc(Oc2cccnc2)ccc1NC(=O)Cc1c(C)[nH]c2ccccc12,-18,.,-0.6,-1,.,-1.2,1.1,-2,-30,-1.6,0.9
CCOc1ccccc1N(CC(=O)NC1CCCCC1)S(=O)(=O)c1ccc(C)cc1,-5,-1.4,-1.7,6,-1.5,-0.2,-0.6,-1,-2,0.7,-1.8
Cc1ccccc1/C=C\c1nc2ccccc2c(=O)n1Cc1ccccc1,-11,3.5,-1.6,-3,-0.3,-0.5,1.4,-2,5,-1.9,1.9
O=C(O)CCN1C(=O)C2C3C=CC(C3)C2C1=O (stereo not drawn),-1,-0.1,-1.4,-1,1.4,-0.6,-0.1,0,-2,-0.6,1.0
O=C(Cc1ccccc1)Nc1c(C(=O)N2CCCCCC2)cnn1-c1ccccc1,-1,0.1,-1.2,-1,-0.9,-0.1,0.5,-2,-5,0.3,-1.9
NC(=O)c1nsc(C(=O)N(c2ccc(F)cc2)C(C(=O)NCC2CCCO2)c2c[nH]c3ccccc23)c1N (stereo not drawn),-14,1.9,-0.6,2,-0.4,-0.4,-1.7,1,-1,1.4,-2.7

# As entered above:
# FXN GAA850 act, O=C(Cc1ccccc1)Nc1c(C(=O)N2CCCCCC2)cnn1-c1ccccc1 = 0.1
# hcDAF-12 act, Cc1ccccc1/C=C\c1nc2ccccc2c(=O)n1Cc1ccccc1 = 1.4
# hcDAF-12 act, O=C(O)CCN1C(=O)C2C3C=CC(C3)C2C1=O (stereo not drawn) = -0.1
# SMARCA2 activ, O=C(Nc1cccc(F)c1)C1CCCN(S(=O)(=O)c2cnc[nH]2)C1 (stereo not drawn) = -4
# SMARCA2 activ, CCOc1ccccc1N(CC(=O)NC1CCCCC1)S(=O)(=O)c1ccc(C)cc1 = -1

# Next part
SMILES,PLCb3 inh,FXN GAA850 act,ssDAF-12 act,NR1D1 modulator,DAX1 inh-1,DAX1 inh-2,hcDAF-12 act,SMARCA2 activ,sPLA2-III inh,PG9 Ab binder,hgDAF-12 ag
Nn1c(SCC(=O)N2c3ccccc3Sc3ccc(Cl)cc32)nnc1-c1n[nH]c2c1CCC2,0,.,-1.9,6,.,-0.1,-2.3,-3,-14,.,-3.0
CC(C)(C)N1C(=O)c2ccc(C(=O)Nc3ccc(O)cc3)cc2C1=O,0,2.9,0.7,5,3.7,-0.4,1.5,6,-8,-1.6,9.8
Cc1ccc(-c2nnn(CC(=O)N(Cc3ccco3)C(C(=O)NC(C)(C)C)c3ccncc3)n2)o1 (stereo not drawn),-6,0.6,-1.6,3,0.1,-0.3,0.9,-2,-2,-0.9,2.3
O=C(Nc1ccccc1)c1cccc2c(-c3cccnc3)coc12,-1,1.4,-0.9,3,.,0.1,3.1,6,-7,-1.2,9.3
CC1(O)CC(C)(C)C(C#N)C(=O)N1 (stereo not drawn),2,1.2,-1.1,3,-0.2,-0.1,1.1,5,6,-1.0,-1.2
N#C/C(=C\Nc1ccc(Cl)cc1)S(=O)(=O)c1ccccn1,-3,-0.3,-1.0,-1,1.0,-0.2,-0.1,0,-10,-2.0,-1.4
COc1ccc(-n2c(N)c(C(=O)NCc3cccnc3)sc2=S)cc1,9,-1.8,-1.6,-2,0.2,-0.3,0.4,5,4,-2.0,-0.3
CCCN1CCN(C(=O)Nc2cccc(C(F)(F)F)c2)CC1,5,5.0,-1.5,-1,2.0,-0.3,1.0,5,-1,-1.8,3.5
O=C(Oc1cccc(NC(=O)c2cccs2)c1)c1cccc(S(=O)(=O)N2CCCC2)c1,3,-1.1,-0.6,-5,0.5,-0.2,1.7,-2,-21,-0.1,5.3
O=C(COc1ccccc1)Nc1ccccc1C(=O)NCc1ccco1,-2,8.4*,-1.0,-5,0.7,0.2,-1.9,-3,-14,0.5,-1.8

# Reprinted from the part before: 2 compounds; new compounds follow.
SMILES,PLCb3 inh,FXN GAA850 act,ssDAF-12 act,NR1D1 modulator,DAX1 inh-1,DAX1 inh-2,hcDAF-12 act,SMARCA2 activ,sPLA2-III inh,PG9 Ab binder,hgDAF-12 ag
O=C(Oc1cccc(NC(=O)c2cccs2)c1)c1cccc(S(=O)(=O)N2CCCC2)c1,3,-1.1,-0.6,-5,0.5,-0.2,1.7,-2,-21,-0.1,5.3
O=C(COc1ccccc1)Nc1ccccc1C(=O)NCc1ccco1,-2,8.4*,-1.0,-5,0.7,0.2,-1.9,-3,-14,0.5,-1.8
COc1ccc(-n2c(N3CCN(C)CC3)nc3sc4c(c3c2=O)CCCCC4)cc1,2,5.2,-0.8,-1,0.4,-0.1,-1.3,1,-4,-0.2,2.3
O=c1[nH]c2cc3c(cc2cc1CN(CCN1CCOCC1)C(=S)NCC1CCCO1)OCO3 (stereo not drawn),-31,-0.4,-1.5,-8,-0.4,0.4,-0.3,-3,4,-0.6,0.1
O=C(c1ccccc1)c1ccc(OCC(O)CNC2CCCc3ccccc32)cc1 (stereo not drawn),2,1.2,-1.6,3,-0.8,-0.6,-1.9,-3,3,2.5,1.6
COc1ccc(C2C(C#N)=C(N)Oc3c2c(C)nn3-c2ccccc2)cc1Cn1nc(C)c([N+](=O)[O-])c1C (stereo not drawn),1,-1.6,-0.8,-2,-0.5,0.9,0.2,-1,-1,-2.5,0.0
O=C(COc1ccc(Br)cc1)NCCNC(=O)c1cccnc1,-12,0.0,-0.7,-2,0.3,0.3,0.1,-3,8,0.1,2.1
O=C(c1cc2nc(C3CC3)cc(C(F)(F)F)n2n1)N1CCCC1,-16,0.6,-0.6,-2,-0.8,0.4,-0.5,1,-2,2.3,-1.4
COc1ccccc1N1CCN(C(=O)c2ccc(NC(C)=O)cc2)CC1,0,-0.3,-1.2,-1,-0.3,0.0,0.2,1,-1,-1.9,1.2
CCCCN1CN=C(Nc2nc3ccccc3o2)NC1,-1,2.8,-0.8,3,1.4,0.9,0.8,2,1,-2.5,3.5
CCC(=O)NC(NC(=O)CC)C(Cl)Cl,-4,-0.5,-0.7,0,1.1,-0.7,-0.2,1,-2,-0.1,0.9
CCOC(=O)Cn1cc(/C=C/[N+](=O)[O-])c2ccccc21,-3,1.8,-0.7,0,0.1,0.1,-0.8,2,-9,-1.5,-2.4
CCOC(=O)N[C@H](Cc1c[nH]c2ccccc12)C(=O)NC1CC1,-6,0.9,0.1,4,.,-0.1,4.2,-3,-5,-1.5,-1.4
C[C@H]1CN([C@@H](C)CO)C(=O)CCCn2nncc2CO[C@@H]1CN(C)C(=O)Cc1ccccc1,0,0.2,-0.6,-6,-0.3,2.5,0.0,-2,-3,-0.9,2.3
COc1ccccc1C(=O)NCCC(=O)NC1CCCCC1C (stereo not drawn),-7,0.0,-1.0,5,0.4,1.2,-0.2,-1,5,-0.9,-0.5
COc1cccc(CNc2ccc(F)c(Cl)c2)c1O,2,1.4,-1.6,-2,0.0,0.7,-0.3,2,-3,-1.7,7.9
COc1cccc(NC(=O)CN2C(=O)C(=O)N(C3CCCC3)C2=O)c1,-3,2.8,-1.0,-4,-0.9,0.9,-1.3,-4,15,-1.2,-2.2
O=C(Cc1coc2cc(O)ccc12)NNC(=O)c1cccs1,-5,-1.6,-1.6,2,1.3,0.5,1.4,1,-4,0.3,1.7
Cc1ccc(NC(=S)N/N=C2/CCCc3c(C)cc(C)cc32)cc1,-2,0.8,-1.2,7,-0.5,0.3,0.6,2,-3,-1.2,-0.6
COc1ccc(-c2nc(NC(=O)c3nc4nccc(C)n4n3)sc2C)cc1,-39,1.3,-1.8,-1,2.6,-0.2,-1.4,-3,-2,1.9,-1.2
Cc1ccc2nc(C)cc(C(=O)N3CCCC(CO)(Cc4ccccc4C)C3)c2c1 (stereo not drawn),1,0.5,-0.7,-3,0.8,0.0,1.3,0,-16,-3.2,3.6
CC(=O)c1ccccc1NC(=O)CC1(CC(=O)O)CCCCC1,-11,1.9,-1.6,3,-1.8,-0.5,-0.8,-2,-3,-2.0,-2.2
O=C(CCC(=O)OCC(=O)c1ccc(Cl)cc1Cl)Nc1cccc2cccnc12,-2,-0.3,-0.8,2,1.1,-0.2,-1.3,0,0,-1.7,-0.1

# One compound at a time (already shown). Order of values: PLCb3 inh | FXN GAA850 act | ssDAF-12 act | NR1D1 modulator | DAX1 inh-1 | DAX1 inh-2 | hcDAF-12 act | SMARCA2 activ | sPLA2-III inh | PG9 Ab binder | hgDAF-12 ag
# `Cc1ccc(NC(=S)N/N=C2/CCCc3c(C)cc(C)cc32)cc1` in the list: -2 | 0.8 | -1.2 | 7 | -0.5 | 0.3 | 0.6 | 2 | -3 | -1.2 | -0.6
# `COc1cccc(NC(=O)CN2C(=O)C(=O)N(C3CCCC3)C2=O)c1` in the list: -3 | 2.8 | -1.0 | -4 | -0.9 | 0.9 | -1.3 | -4 | 15 | -1.2 | -2.2
# `COc1ccc(-c2nc(NC(=O)c3nc4nccc(C)n4n3)sc2C)cc1` in the list: -39 | 1.3 | -1.8 | -1 | 2.6 | -0.2 | -1.4 | -3 | -2 | 1.9 | -1.2
